697 NFkB inh: inhibitors of PMA/ionomycin-induced NF-kB reporter, 697 cells, primary screen, B-cell NF-kB inhibitor project, cell-based, luminescence, uHTS; inhibition, % at 4 µM; AID 435022, 2010; hit rate 0.33% among 330,000; 697 B-cell NF-kB luciferase reporter, 16 h; in the data active = inhibition above about 35%
Gli-Sufu block: Gli-Sufu pathway antagonists, primary screen, luciferase luminescence, Sufu-KO-LIGHT cells, uHTS; inhibition, % at 5 µM; hit rate 0.74% among 340,000; Sufu-KO-LIGHT fibroblasts, Gli luciferase reporter luminescence;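 active = inhibition above about 55%, limit read from the data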;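 note: 0% = DMSO-treated cells and 100% = wells with medium but no cells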
SENP8 inh: SENP8 protease inhibitors, primary screen, biochemical, luminescence; Sentrin-specific protease 8 (Homo sapiens), Q96LD8; purified SENP8, Z-RLRGG-aminoluciferin cleavage; inhibition, % at 10 µM; hit rate 1.2% among 330,000
Jurkat NFkB inh: inhibitors of induced NF-kB luciferase reporter, primary screen, TCR NF-kB activation inhibitor project, cell-based, luminescence, uHTS; inhibition, % at 4 µM; Jurkat, PMA/ionomycin-induced NF-kB luciferase reporter; hit rate 0.53% among 330,000
Apaf1 inhib: inhibitors of human Apaf-1 apoptosome, primary screen, biochemical, DEVD-Rh110 fluorescence, uHTS; reconstituted apoptosome caspase-3 activity; inhibition, % at 20 µM; hit rate 0.71% among 330,000; active = inhibition of at least 40% at 20 µM;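 note: plate controls were DMSO wells for no effect and DEVD-CHO caspase inhibitor wells for full effect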
Target sequence (O14727 whole entry, looked up): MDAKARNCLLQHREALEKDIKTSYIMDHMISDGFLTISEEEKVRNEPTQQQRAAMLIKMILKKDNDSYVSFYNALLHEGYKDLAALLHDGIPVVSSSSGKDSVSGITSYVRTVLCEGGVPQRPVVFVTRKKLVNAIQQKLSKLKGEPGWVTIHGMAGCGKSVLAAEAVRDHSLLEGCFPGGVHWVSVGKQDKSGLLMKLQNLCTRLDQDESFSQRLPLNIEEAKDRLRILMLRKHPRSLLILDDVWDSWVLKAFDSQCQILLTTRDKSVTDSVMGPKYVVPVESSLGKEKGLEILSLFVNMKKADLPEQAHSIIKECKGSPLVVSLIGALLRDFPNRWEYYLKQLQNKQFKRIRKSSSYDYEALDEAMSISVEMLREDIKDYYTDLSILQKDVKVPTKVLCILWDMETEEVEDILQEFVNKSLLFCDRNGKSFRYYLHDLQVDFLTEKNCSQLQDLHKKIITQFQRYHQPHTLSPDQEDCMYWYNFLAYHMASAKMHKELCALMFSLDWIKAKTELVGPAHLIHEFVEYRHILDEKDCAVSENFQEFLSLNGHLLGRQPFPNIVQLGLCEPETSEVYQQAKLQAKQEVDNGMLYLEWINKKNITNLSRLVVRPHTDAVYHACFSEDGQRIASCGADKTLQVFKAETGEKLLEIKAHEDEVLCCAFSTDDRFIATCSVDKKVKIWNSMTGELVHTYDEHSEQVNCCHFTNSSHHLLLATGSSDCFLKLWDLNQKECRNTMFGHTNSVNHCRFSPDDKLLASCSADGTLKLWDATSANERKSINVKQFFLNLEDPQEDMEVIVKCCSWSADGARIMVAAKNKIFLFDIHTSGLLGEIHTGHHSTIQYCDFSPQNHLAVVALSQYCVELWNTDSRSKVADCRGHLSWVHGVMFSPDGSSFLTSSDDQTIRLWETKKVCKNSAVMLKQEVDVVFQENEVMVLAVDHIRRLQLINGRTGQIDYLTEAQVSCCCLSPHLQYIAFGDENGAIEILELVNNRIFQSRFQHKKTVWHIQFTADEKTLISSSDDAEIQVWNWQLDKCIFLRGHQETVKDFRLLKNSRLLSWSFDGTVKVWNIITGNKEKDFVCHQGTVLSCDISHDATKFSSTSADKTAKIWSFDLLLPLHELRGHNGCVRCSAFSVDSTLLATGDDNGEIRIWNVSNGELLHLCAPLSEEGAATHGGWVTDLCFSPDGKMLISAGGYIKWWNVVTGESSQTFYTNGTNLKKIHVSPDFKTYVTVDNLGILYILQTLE
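System: reconstituted apoptosome with Apaf-1, cytochrome c, caspase-9, procaspase-3, dATP; Signal: Rh110 fluorescence intensity; Schedule: 30 min compound preincubation, 50 min activation, room temperature; Reagent: cytochrome c trigger plus (Z-DEVD)2-Rh110 caspase-3 substrate.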
EBI2 antag: EBI2 receptor antagonists, beta-arrestin recruitment, primary screen, cell-based, luminescence, 7a,25-OHC stimulation, uHTS. G-protein coupled receptor 183 (Homo sapiens), P32249. 7a,25-OHC stimulated. inhibition, % at 5 µM. hit rate 0.81% among 360,000. AID 651636, 2012; in the data active = inhibition above about 38%;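 note: enzyme fragment complementation signal reports receptor beta-arrestin coupling in cells; 0% = agonist plus DMSO wells and 100% = wells without agonist; some results beyond the cut were filed as inactive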
CCR6 antag: CCR6 receptor antagonists, primary screen, cell-based, CHO-K1, luminescence, beta-arrestin, uHTS; hit rate 0.49% among 340,000; AID 493098, 2011; C-C chemokine receptor type 6 (Homo sapiens), P51684; inhibition, % at 20 µM; CHO-K1 CCR6 PathHunter beta-arrestin, CCL20-stimulated;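 active = compounds whose inhibition of the agonist-driven luminescence signal at 20 µM reaches about 50%, limit read from the data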;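 note: cells stimulated with CCL20 at 14 nM final; plate controls were DMSO with CCL20 for no effect and DMSO without agonist for full effect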
UBC13 polyUb: UBC13 polyubiquitin chain formation inhibitors, primary screen, biochemical, TR-FRET, uHTS | inhibition, % at 20 µM | hit rate 0.47% among 330,000 | AID 485273, 2010 | Ubiquitin-conjugating enzyme E2 N (Homo sapiens), P61088; in the data active = inhibition above about 45%, passing the limit was not always enough
* = called active by the depositor; nt = not tested or not shown. Cut-off read from the data, not from the text of the source, unless noted: active = inhibition above about 50%; inactive = the rest. The list is partial; count on the stated rates, not on these rows.

Abbreviations – A = 697 NFkB inh; B = Gli-Sufu block; C = SENP8 inh; D = Jurkat NFkB inh; E = Apaf1 inhib; F = EBI2 antag; G = CCR6 antag; H = UBC13 polyUb
> Oc1c(Br)cc(Br)cc1/C=N/c1nc2c(s1)CCCC2
  A: -6 | B: 2 | C: 0 | D: -12 | E: 20 | F: -1 | G: 23 | H: -19
> Cc1ccc(SCCC(=O)N(C)CC(=O)Nc2c(C)cccc2C)cc1
  A: -8 | B: -3 | C: 11 | D: 18 | E: 5 | F: 10 | G: 4 | H: 7
> CCNC(=O)COC(=O)c1cc(-c2ccccc2)nn1-c1ccccc1
  A: 8 | B: -6 | C: -9 | D: 2 | E: -4 | F: 0 | G: -4 | H: 1
> COc1ccccc1N1CCN(C(=O)CSc2nnc(NC(=O)C3CC3)s2)CC1
  A: -5 | B: 3 | C: -10 | D: -10 | E: 5 | F: -8 | G: -5 | H: -6
> CCOc1ccccc1-c1nc2c(s1)CCc1onc(-c3ccc(OC)cc3)c1-2
  A: 7 | B: 6 | C: -2 | D: 10 | E: 9 | F: 7 | G: 17 | H: 22
> COc1ccc(CCN(C)CC(=O)Nc2cc(C)nc3ccccc23)cc1OC
  A: -19 | B: 5 | C: -8 | D: -13 | E: -10 | F: 5 | G: 0 | H: -10
> O=C(COc1ccc(Br)cc1)N(Cc1ccccc1)c1ccccn1
  A: 4 | B: 12 | C: -10 | D: 3 | E: 20 | F: 18 | G: 12 | H: 2
> O=C(NCC1CCCN(Cc2ccc3nonc3c2)C1)c1cccc(C(F)(F)F)c1 (stereo unspecified)
  A: 9 | B: 26 | C: -13 | D: 5 | E: 22 | F: 3 | G: 14 | H: 2
> Cc1ccc(-c2cc(C(=O)N(C)CC(=O)Nc3ccccc3Br)c3ccccc3n2)o1
  A: 16 | B: -1 | C: -1 | D: 2 | E: 14 | F: -18 | G: 13 | H: 21
> COc1ccc(C2CC(c3ccccc3)=NN2c2ccc(N)cc2)cc1 (stereo unspecified)
  A: -28 | B: 10 | C: -8 | D: -29 | E: 7 | F: 5 | G: 29 | H: 11
> NC(=NC1CCCCC1)NS(=O)(=O)c1ccccc1
  A: -4 | B: 7 | C: -9 | D: -16 | E: 7 | F: -4 | G: 4 | H: -6
> COc1cccc(CN(C)S(=O)(=O)c2c(C)noc2C)c1OC
  A: -4 | B: -3 | C: -7 | D: -10 | E: 9 | F: -17 | G: 2 | H: -1
> COc1ccc(N2CCN(C(=O)CSc3ccccc3)CC2)cc1
  A: -10 | B: -1 | C: -6 | D: 9 | E: -1 | F: 20 | G: 15 | H: 4
> OCCC1CN(Cc2nc(-c3ccccc3)cs2)CCN1CCc1ccccc1 (stereo unspecified)
  A: -3 | B: 40 | C: 5 | D: 0 | E: 11 | F: 0 | G: -7 | H: 9
> Cc1ccc(N(C(=O)c2csnn2)C(C(=O)NCc2ccccc2)c2cccnc2)cc1 (stereo unspecified)
  A: 0 | B: 1 | C: -7 | D: -13 | E: 12 | F: -4 | G: -2 | H: -3
> CS(=O)(=O)N(CC(=O)Nc1ccc(C(N)=O)cc1)C1CCCCC1
  A: 12 | B: 5 | C: 3 | D: -1 | E: 5 | F: 4 | G: -3 | H: 1
> COc1ccccc1NC(=S)NC(NC(C)=O)C(Cl)(Cl)Cl (stereo unspecified)
  A: -2 | B: -27 | C: -1 | D: 6 | E: -19 | F: -2 | G: 7 | H: 16
> CN(C)CCn1c(=O)n(Cc2ccco2)c(=O)c2c3c(sc21)CCCCC3
  A: 10 | B: 13 | C: -1 | D: 12 | E: 7 | F: -7 | G: 11 | H: 10
> CCCCc1n(CC(=O)c2ccc(Cl)cc2)c2ccccc2[n+]1C
  A: -9 | B: 31 | C: -5 | D: -1 | E: -14 | F: -4 | G: 14 | H: 8
> O=C(CCCCn1c(=O)c2ccccc2n(Cc2ccccc2)c1=O)NC1CCN(Cc2ccccc2)CC1
  A: -11 | B: 1 | C: -1 | D: 3 | E: 4 | F: 9 | G: 20 | H: 94*
> O=C(NCc1ccc2c(c1)OCO2)c1ccc(Cl)nc1
  A: 23 | B: -14 | C: 5 | D: 3 | E: -2 | F: 2 | G: -4 | H: 3
> C#CCOCCOCCOCCNc1nc(N2CCN(C(=O)CCCCCCCCCCNC(=O)[C@@H](CCSC)n3cc(CCO)nn3)CC2)nc(N2CCN(C(=O)CCCCCCCCCCNC(=O)[C@H](CCCN=C(N)N)n3cc(C[C@@H](C)CC)nn3)CC2)n1
  A: 10 | B: 0 | C: 20 | D: 8 | E: 62* | F: 5 | G: -14 | H: 128*
> Cc1nn(C(C)C(=O)Nc2ccc3c(c2)OCO3)c(C)c1[N+](=O)[O-] (stereo unspecified)
  A: -19 | B: -16 | C: -7 | D: -6 | E: 5 | F: 7 | G: -3 | H: -4
> CC(=C1C(=O)c2ccccc2C1=O)N1CCN(c2ccccn2)CC1
  A: 9 | B: 7 | C: -14 | D: 0 | E: -1 | F: -5 | G: 15 | H: -4
> Cc1ccc2sc(-c3ccc(NC(=O)/C=C\C(=O)O)cc3)nc2c1
  A: -189 | B: -135 | C: 55* | D: -139 | E: 11 | F: -5 | G: 5 | H: -4
> O=C(CSc1nnc(CNC(=O)c2ccco2)o1)NC1CCCC1
  A: 5 | B: 4 | C: 6 | D: 7 | E: -1 | F: -13 | G: -4 | H: 4
> Cc1ccc(NC(=O)CCC(=O)OCCCC(F)(F)C(F)(F)F)cc1
  A: 0 | B: 0 | C: -5 | D: -11 | E: 8 | F: -5 | G: 13 | H: -3
> CCn1nnnc1SCC(=O)c1cc(Cl)ccc1OC
  A: 17 | B: -10 | C: -3 | D: -1 | E: 7 | F: 0 | G: -4 | H: 4
> C=CCNC(=S)NNC(=O)COc1c(Cl)cc(Cl)cc1Cl
  A: 9 | B: 1 | C: -10 | D: 4 | E: 3 | F: 1 | G: 22 | H: 6
> O=C(NCc1cccnc1)c1ccc(S(=O)(=O)N2CCCCC2)cc1
  A: 5 | B: -12 | C: 7 | D: 9 | E: -11 | F: -16 | G: -6 | H: 1
> Cc1ccc(-c2csc(N3C(=N)SCC3=O)n2)cc1
  A: -268 | B: -91 | C: 51* | D: -104 | E: -23 | F: nt | G: 39 | H: 4
> COc1cc(C)c(Cl)c(C)c1S(=O)(=O)NCc1cccnc1
  A: -1 | B: 4 | C: -3 | D: 10 | E: 6 | F: -2 | G: -6 | H: -6
> COc1ccc(CNC(=O)Cn2ncn3c(cc4ccccc43)c2=O)cc1
  A: 15 | B: -8 | C: 4 | D: 1 | E: -32 | F: -2 | G: -4 | H: 2
> NS(=O)(=O)c1ccc(N/N=C/c2cn(-c3ccccc3)nc2-c2cccs2)cc1
  A: -43 | B: -2 | C: -7 | D: -10 | E: 22 | F: 41* | G: -1 | H: -1
> COc1ccc(S(=O)(=O)CC2(O)CCN(C(=O)CC(C)C)CC2)cc1
  A: 15 | B: 3 | C: 6 | D: 4 | E: -21 | F: -4 | G: 5 | H: -1
> Cc1nc2sc3c(O)cc(=O)[nH]c3c2c(C)c1C
  A: 18 | B: 0 | C: 2 | D: 9 | E: -3 | F: -8 | G: 17 | H: 1
> COCCNC(=O)c1ccc2c3n(nc2c1)-c1ccc(C)cc1CO3
  A: -217 | B: -74 | C: -3 | D: -53 | E: 0 | F: -6 | G: 2 | H: 4
> COc1ccc(S(=O)(=O)Nc2cccc(C)n2)c2ccccc12
  A: 10 | B: 4 | C: 1 | D: -3 | E: -10 | F: -4 | G: 12 | H: 4
> COc1cc(/C=N\NC(=O)c2ccc(Cn3cc(Br)c([N+](=O)[O-])n3)o2)cc(OC)c1O
  A: 21 | B: -8 | C: 0 | D: 1 | E: 8 | F: -21 | G: -3 | H: -1
> O=C(Nc1nccs1)C12CC3CC(C1)CC(C(=O)Nc1nccs1)(C3)C2
  A: 11 | B: 3 | C: -5 | D: 13 | E: 15 | F: -2 | G: 16 | H: -5
> COc1ccc2c(c1OC)C(=O)OC2Nc1nc(-c2cc3cc([N+](=O)[O-])ccc3oc2=O)cs1 (stereo unspecified)
  A: -5 | B: 3 | C: 52* | D: 0 | E: -3 | F: -4 | G: 7 | H: -15
> CC(C)Cn1c(O)c(N=NC(=O)c2cccc(S(=O)(=O)N3CCCCC3)c2)c2ccccc21
  A: -11 | B: 10 | C: 0 | D: 7 | E: 19 | F: 16 | G: 14 | H: -15
> O=C(O)c1ccc2nc(CO)[nH]c2c1
  A: -6 | B: 11 | C: 4 | D: -2 | E: 11 | F: 1 | G: -4 | H: -3
> COC(=O)c1sccc1NN1C(=O)c2ccccc2C1=O
  A: 2 | B: 7 | C: -2 | D: -11 | E: 22 | F: -6 | G: 2 | H: -7
> COc1cc(C2CC(C(F)(F)F)n3ncc(C(=O)O)c3N2)cc(OC)c1OC (stereo unspecified)
  A: -17 | B: 9 | C: 6 | D: -2 | E: 2 | F: -12 | G: 2 | H: -4
> COc1cc(S(=O)(=O)NCC2OCCc3ccccc32)ccc1-n1cnnn1 (stereo unspecified)
  A: 4 | B: 12 | C: -13 | D: 2 | E: -2 | F: -9 | G: -3 | H: 10
> Cc1nn2cc(-c3ccc(N)cc3)nc2s1
  A: -92 | B: -67 | C: 11 | D: -92 | E: -27 | F: 0 | G: 7 | H: -6
> O=c1oc2ccccc2c(O)c1/C=C1\C=Nc2ccccc21
  A: -12 | B: 8 | C: -8 | D: -6 | E: 10 | F: 7 | G: 44 | H: -13
> N#CC(C#N)=Cc1ccc(OCC(=O)N2CCOCC2)cc1
  A: -8 | B: 4 | C: -6 | D: -3 | E: -14 | F: -8 | G: -1 | H: -14
> Nc1ccccc1Nc1cc(-c2ccccc2)nn1-c1ccccc1
  A: -7 | B: -8 | C: -14 | D: -2 | E: 13 | F: 11 | G: 4 | H: -2
> Cc1ccc(NC(=O)c2ccc(OC(=O)COc3ccc(Cl)cc3C)cc2)cc1
  A: -84 | B: -84 | C: 6 | D: -114 | E: -486 | F: -1 | G: -5 | H: 0
> CCc1sc(NC(=O)C(C)C)nc1-c1ccccc1
  A: -10 | B: -9 | C: -1 | D: -13 | E: -8 | F: -7 | G: 5 | H: -3
> CN1CC(=O)N/C1=N\C(=O)Nc1ccc(O)cc1
  A: 7 | B: -1 | C: -1 | D: 7 | E: 1 | F: -8 | G: 12 | H: -1
> CC1CCN(Cc2cc(=O)oc3ccc4ccccc4c23)CC1
  A: 7 | B: 3 | C: 2 | D: 20 | E: 10 | F: 4 | G: 9 | H: 7

Nothing new here: an excerpt of the list.
Abbreviations – A = 697 NFkB inh; B = Gli-Sufu block; C = SENP8 inh; D = Jurkat NFkB inh; E = Apaf1 inhib; F = EBI2 antag; G = CCR6 antag; H = UBC13 polyUb
> Nc1ccccc1Nc1cc(-c2ccccc2)nn1-c1ccccc1
  A: -7 | B: -8 | C: -14 | D: -2 | E: 13 | F: 11 | G: 4 | H: -2
> Cc1ccc(NC(=O)c2ccc(OC(=O)COc3ccc(Cl)cc3C)cc2)cc1
  A: -84 | B: -84 | C: 6 | D: -114 | E: -486 | F: -1 | G: -5 | H: 0
> CCc1sc(NC(=O)C(C)C)nc1-c1ccccc1
  A: -10 | B: -9 | C: -1 | D: -13 | E: -8 | F: -7 | G: 5 | H: -3
> CN1CC(=O)N/C1=N\C(=O)Nc1ccc(O)cc1
  A: 7 | B: -1 | C: -1 | D: 7 | E: 1 | F: -8 | G: 12 | H: -1
> CC1CCN(Cc2cc(=O)oc3ccc4ccccc4c23)CC1
  A: 7 | B: 3 | C: 2 | D: 20 | E: 10 | F: 4 | G: 9 | H: 7
